AmpC det inh: Promiscuous and Specific Inhibitors of AmpC Beta-Lactamase (assay with detergent); purified AmpC, nitrocefin hydrolysis with detergent; Potency, µM (titrated, usually from 28.7 µM), for the others: top-dose activity change, negative = inhibition; 71,000 compounds, 0.09% hits; active = well fitted curve in the direction sought with a large enough effect
Target sequence (P00811 whole entry, looked up): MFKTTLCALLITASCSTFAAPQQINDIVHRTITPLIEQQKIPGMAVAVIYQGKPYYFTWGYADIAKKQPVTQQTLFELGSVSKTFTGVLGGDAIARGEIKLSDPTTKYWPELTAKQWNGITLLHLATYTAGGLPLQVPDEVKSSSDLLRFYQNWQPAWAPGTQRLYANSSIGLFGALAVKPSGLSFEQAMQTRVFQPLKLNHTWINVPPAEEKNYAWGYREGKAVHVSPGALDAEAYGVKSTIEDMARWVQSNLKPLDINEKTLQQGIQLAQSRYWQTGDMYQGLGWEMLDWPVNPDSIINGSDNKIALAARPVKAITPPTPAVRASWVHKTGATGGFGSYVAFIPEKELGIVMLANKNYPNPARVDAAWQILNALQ
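E. coli AmpC (5.3 nM) in 20 mM phosphate pH 7.0 with 0.01% Triton X-100, preincubated 15 min RT with compound; nitrocefin (2 uL of 800 uM stock) hydrolysis followed by 480 nm absorbance every 20 s over 4 min.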
An asterisk follows results filed as active; & = joins results of further samples; [ ] = dose if it differs, or a comment. % is scaled to controls: 0 for no effect and ±100 for the full control effect; potency is read from the fitted curve at half-maximal effect. The list is partial; the hit share may differ from the screen's.

SMILES	AmpC det inh
OC(CNC1CCCCC1)CN1CCN(CC(O)CNC2CCCCC2)CC1 (centres undefined)	7%
Cc1noc(/C=C/N(C)C)c1S(=O)(=O)N1CCC(C(=O)O)CC1	12%
CC(C)CCn1c(CN2CCN(Cc3ccccc3)CC2)nc2c1c(=O)[nH]c(=O)n2C	-4%
CCC1(N(C(C)=O)c2ccc(OC)cc2)C(=O)c2ccccc2C1=O	6%
CC1(C(=O)NCc2ccccn2)C=CCN1C(=O)c1ccccc1 (centres undefined)	15%
c1ncc(-c2ccc3c(c2)OCO3)c(NCCc2cnc[nH]2)n1	8%
Cc1cc(C)nc(/N=C2/NC(=O)CS2)n1	8%
Cc1nc2ccccn2c1/C(O)=C1\C(=O)C(=O)N(CCCN(C)C)C1c1ccc(Cl)cc1 (centres undefined)	11%
Cn1c(SCC(=O)NCCN2C(=O)CSC2=O)nc2ccccc2c1=O	-4%
O=C(C(Cc1ccccc1)N1C(=O)C2C3C=CC(C3)C2C1=O)N1CCCCC1 (centres undefined)	1%
CCOC(=O)c1nc(-c2ccccc2)oc1N(C)C	-1%
Cc1cc(C)nc(SCc2cccc(C(=O)O)c2)n1	-8%
Cc1cc(OCCOCCN2CCCC2)ccc1C(C)C	6%
CCOC(=O)C1CCCCN1C(=O)CCc1c(C)nc2cc(-c3ccccc3)nn2c1C (centres undefined)	8%
CCn1cc(Br)c(C(=O)NCc2ccco2)n1	-3%

The last 5 entries of the section above are carried over, then new ones follow.
SMILES	AmpC det inh
CCOC(=O)c1nc(-c2ccccc2)oc1N(C)C	-1%
Cc1cc(C)nc(SCc2cccc(C(=O)O)c2)n1	-8%
Cc1cc(OCCOCCN2CCCC2)ccc1C(C)C	6%
CCOC(=O)C1CCCCN1C(=O)CCc1c(C)nc2cc(-c3ccccc3)nn2c1C (centres undefined)	8%
CCn1cc(Br)c(C(=O)NCc2ccco2)n1	-3%
COc1ccc(CCNC(=O)Cn2cnc3c(nnn3Cc3ccccc3F)c2=O)cc1OC	-4%
O=C(N1CCOCC1)C1(c2ccccc2)CCCCC1	-3%
O=C(Nc1ccc2oc(=O)ccc2c1)c1ccco1	1%
c1ccc(Nc2nn[nH]n2)cc1	-3%
COCc1c(C(=O)OCC(=O)N2c3ccccc3NC(=O)C2(C)C)oc2ccccc12	-5%
COc1cccc(NC(=O)CN(c2ccc(C)cc2)S(=O)(=O)c2c(C)nn(C)c2C)c1	1%
Cc1cc(C)nc(NCCCc2ccccc2)n1	8%
CCOc1ccc(NC(=O)C2CC(=O)N(c3cc(C)cc(C)c3)C2)cc1 (centres undefined)	0%
NC1CCN(c2cccc(Cl)n2)CC1	1%&1%
O=C(CN1C(=O)CCS(=O)(=O)c2ccccc21)Nc1cccc(Cl)c1	8%
CCN(C(=O)CSc1nncs1)c1c(N)n(Cc2ccccc2)c(=O)[nH]c1=O	-3%
CCN(CCCNC(=O)C1CCC(=O)N1C1CCCC1)c1cccc(C)c1 (centres undefined)	-1%
O[C@@H](c1cc(C(F)(F)F)nc2c(Cl)cc(Cl)cc12)[C@@H]1CCCCN1	-4%[5.75 µM]
COc1ccccc1Nc1ncccc1C(=O)O	-2%
O=C(O)CSCc1cnn(-c2ccccc2)c1-n1cccc1	8%

Filtered by structure, the compounds so far containing an aryl thioether with sulfur outside any ring.
SMILES	AmpC det inh
Cn1c(SCC(=O)NCCN2C(=O)CSC2=O)nc2ccccc2c1=O	-4%
Cc1cc(C)nc(SCc2cccc(C(=O)O)c2)n1	-8%
CCN(C(=O)CSc1nncs1)c1c(N)n(Cc2ccccc2)c(=O)[nH]c1=O	-3%

Continuation:
SMILES	AmpC det inh
O=C(c1ccc2c(c1)[nH]c(=S)n1c3ccccc3nc21)N1CCN(c2ncccn2)CC1	-5%
Cc1ccc(C[C@H](Cc2nc3ccccc3[nH]2)c2nc3ccccc3[nH]2)cc1	1%
Cc1cc2c(cc1S(N)(=O)=O)S(=O)(=O)CCC2	-1%[12.8 µM]
CCOC(=O)C1C(=O)CC(C)(O)C(C(=O)OCC)C1/C=C/c1ccccc1 (centres undefined)	-4%
CCc1ccc(N/C(SCc2cccc(F)c2)=C(/C#N)C(=O)NCc2ccco2)cc1	17%
COc1ccc(-c2nnc3n2N=C(c2ccccc2)CS3)cc1OC	0%
CCOc1ccc(CNC(=O)C2CCCN(S(C)(=O)=O)C2)cc1OC (centres undefined)	-1%
O=C(O)C1CCCN1S(=O)(=O)c1ccc2c(c1)CCC2 (centres undefined)	8%
CNc1cc(OC)c(C(=O)N[C@@H]2CCN(Cc3ccccc3)[C@H]2C)cc1Cl	-1%
O=C(CNC(=O)c1cccs1)NCCN1CCN(Cc2ccccc2)CC1	2%
C=CCn1cc(C(=O)NCc2ccco2)c(=O)c2cc(S(=O)(=O)N3CCCCCC3)ccc21	-6%
O=C(COc1ccc(F)cc1)Nc1nccs1	8%
CCOC(=O)C(NC(=O)Nc1ncccn1)(Oc1ccccc1)C(F)(F)F (centres undefined)	-2%
O=C(Nc1ccccc1N1CCOCC1)c1ccc2c(c1)C(=O)N(Cc1ccncc1)C2=O	-3%
COc1cc(NC(=O)c2cc(C(C)C)on2)cc(OC)c1OC	3%
Cc1c(-c2ccc(Cl)cc2)noc1C1CCN(CCc2ccccc2)CC1	-4%
C=CCSc1nnc(Cc2cc(=O)[nH]c(=O)[nH]2)n1-c1cc(C)ccc1C	14%
CC(C)N(C(=O)COC(=O)c1ccccc1C(=O)N1CCN(c2ccc(F)cc2)CC1)C(C)C	9%
CN=C(N)/N=C(\N)Nc1cc2ccccc2c2ccccc12	-2%[5.75 µM]
Cc1ccc(-c2c3c(=O)n(C)c(=O)n(C)c3c3nnc4ccccc4n23)cc1	-3%
COc1ccc(S(=O)(=O)NC(C)C(=O)Nc2cccc(C(C)=O)c2)cc1 (centres undefined)	-4%
COC(=O)c1ccnc(/C=N/O)c1	0%
CCc1nc(N2CCN(c3nc(C)cc(C)n3)CC2)c2oc3ccccc3c2n1	0%
CCOc1cc(C)nc(N2CCC(C(=O)Nc3ccccc3OCC)CC2)n1	10%
Cc1cc(OC(=O)N2CCCCC2)cc(C)c1Cl	1%
O=P(O)(O)C(O)C(F)(F)C(F)(F)C(F)(F)C(F)F (centres undefined)	-4%
Cc1ccn2cc(C(=O)NC3CCN(Cc4ccccc4)CC3)nc2c1	-3%
O=C1C=C(NCc2ccco2)CC(c2ccc(Cl)cc2)C1 (centres undefined)	7%
Cc1cc(Nc2ncc(Cl)cc2Cl)n(-c2ccccn2)n1	-8%
CC(C)(C)CC(=O)Nc1nnc(-c2cccs2)s1	-1%
O=c1[nH]c(CSc2nnc(NCCCN3CCOCC3)s2)nc2cc(Cl)ccc12	-3%
Oc1ccc(Br)cc1CN1CCN(c2ccccc2)CC1	5%
CCOC(=O)C1CCN(C(=O)c2n[nH]c(=O)c3ccccc23)CC1	-4%
CCc1cc(C(N)=S)ccn1	9%
O=C(CSc1nc2ccccc2c(=O)n1CCC(=O)N1CCCCC1)NCc1ccccc1	1%
CCCc1cc(=O)oc2cc(C)cc(OC(=O)c3ccco3)c12	0%
Cc1ccc(C)c(OCCCC(=O)Nc2ccc(N3CCOCC3)cc2)c1	1%
Cc1ccc(N(CC(=O)NCc2ccc3c(c2)OCO3)S(=O)(=O)c2c(C)noc2C)cc1	1%
COc1ccccc1-c1nc(-c2ccc(C)nc2OC)no1	-3%
C=C(N(C)C)[C@]1(C)C[C@H]1[C@H](NC(=O)CNC(=O)OCc1ccccc1)c1ccccc1	12%
CCOc1cc2oc(=O)c3c(c2cc1Cl)CCC3	-4%
COc1cc(OC)c(NC(=O)c2c(-c3ccccc3)noc2C)cc1Cl	-3%
O=S(=O)(NCCc1csc(-c2cccnc2)n1)c1ccc2c(c1)OCCO2	8%
CN(C)c1ncnc2ccc(-c3ccccc3C#N)cc12	9%
Cc1cc(NC(=O)C2CCN(S(=O)(=O)Cc3ccccc3)CC2)ccc1-n1cnnn1	10%
N#CC1=C(N)Oc2c(oc(CO)cc2=O)C12C(=O)Nc1ccc(Cl)cc12 (centres undefined)	-4%
O=C(Nc1ccc(Cl)c(Cl)c1)N1CC=CCC1	8%
Cc1cc(C)cc(NC(=O)C2CCCN(c3nccc(C)n3)C2)c1 (centres undefined)	-4%
COc1ccc(NC(=O)CSc2[nH]c(=O)cc(C)c2C#N)cc1OC	-3%
c1nc[nH]n1	6%
C[C@H](NC(=O)Nc1ccccc1F)C(=O)O	4%
CCc1n[nH]c2c1/C(=N\O)CC(C)(C)C2	-2%
CCOC(=O)/C(C#N)=C1/C=CN(c2ccccc2)C=N1	-2%
Cc1cc(C(=O)CN2C(=O)NC(c3ccccc3)(c3ccccc3)C2=O)c(C)n1Cc1ccco1	-3%
Cc1nc(SCC#N)c2c3c(sc2n1)CCC3	2%
COc1ccc(C)cc1S(=O)(=O)N1CCN(S(=O)(=O)c2cc(C)ccc2OC)C(C)C1 (centres undefined)	0%
S=C1SCN(CCN2CCOCC2)CN1Cc1ccccc1	-2%
Cc1onc(-c2ccccc2Cl)c1C(=O)NCc1ccccn1	-2%
CCc1nnc(NC(=O)c2ccc(S(=O)(=O)N(CCOC)CCOC)cc2)o1	-2%
COc1cc(OC)cc(C(=O)N(Cc2cc3cc(C)ccc3[nH]c2=O)C(C)C)c1	12%

Filtered by structure: those above containing bromine
SMILES	AmpC det inh
CCn1cc(Br)c(C(=O)NCc2ccco2)n1	-3%
Oc1ccc(Br)cc1CN1CCN(c2ccccc2)CC1	5%

Following part
SMILES	AmpC det inh
Cc1[nH]c(=O)[nH]c1CN1CCCCC1	-5%
CCN1CCN(C(=O)C(NS(=O)(=O)c2ccc3nc(C)sc3c2)C(C)C)CC1 (centres undefined)	9%
COc1cccc(Cn2c(N)c(C#N)c3nc4ccccc4nc32)c1OC	-4%
CCCc1c(CC)c(=N)c2ccccc2n1C	0%
CC(=O)/C(=C\c1ccccc1F)C(=O)c1ccccc1	-2%[5.75 µM]
CCn1cc(C(=O)OCC(=O)N(C)C2CCS(=O)(=O)C2)c(=O)c2ccc(C)nc21 (centres undefined)	-5%
O=C(NCC(c1ccc(F)cc1)N1CCOCC1)c1ccc(Br)o1 (centres undefined)	0%
CCC(C)(C)C(=O)O[C@H]1C[C@@H](C)C=C2C=C[C@H](C)[C@H](CC[C@@H]3C[C@@H](O)CC(=O)O3)[C@H]21	0%
CCN1C(=O)C(C(=O)NC(C)c2ccccc2)C2CC1(C)Oc1ccccc12 (centres undefined)	-6%
CC(C)C(c1nnnn1Cc1ccco1)N1CCN(c2cccc(Cl)c2)CC1 (centres undefined)	11%
COc1cccc(NC(=O)c2nc3nc(C)cc(C(F)F)n3n2)c1	10%
CC[N+](CC)(CC(=O)Nc1c(C)cccc1C)Cc1ccccc1	-1%[12.8 µM]
c1ccc(CCCCN2CCC(c3ccccc3)CC2)cc1	-1%
O=C(O)Cc1c[nH]c2ccc(F)cc12	-3%[5.75 µM]
COCC(=O)Nc1cccc(C(F)(F)F)c1	-6%
CCCCn1c(CCNC(=O)c2cccs2)nc2ccccc21	0%
c1ccc(CCC2=NCCn3cccc32)cc1	-4%
O=C(Cn1c(=O)c2c(ncn2Cc2ccccc2)n(Cc2ccccc2)c1=O)NC1CC1	-4%
CCOc1ccccc1NC(=O)C1CC2CCCC(C1)C2=O (centres undefined)	-2%
COCn1c(-c2ccccc2)nc2ccccc21	3%
O=C(CN(C(=O)Cn1nnc(-c2ccc(F)cc2)n1)C1CCCC1)NC1CCCC1	-1%
CCOC(=O)c1cnc(SCC(=O)Nc2ccc3c(c2)OCCO3)nc1N	0%
CCOCc1cnc(C)nc1NCC(=O)c1c(C)n(C)c2ccc(OC)cc12	-4%
O=c1c2cccnc2[nH]c(=S)n1CCCN1CCN(c2ccc(F)cc2)CC1	-1%
CC(C)(C)OC(=O)N1CCN(c2ccc(NC(=O)Cn3nnc(-c4ccccc4)n3)cc2)CC1	-4%
COc1cccc(CNC(=O)c2nnn(CC(=O)Nc3ccc(C)c(C)c3)c2N)c1	2%
Cc1ccc(-c2csc3nc(C)n(-n4c(C)ccc4C)c(=O)c23)o1	3%
CCS(=O)(=O)N1CCN(c2cccc(C)c2C)CC1	13%
O=C(Nc1ccon1)c1cc2c(s1)CCCC2	17%
CCOC(=O)N(CC)c1ccc(C(O)(C(=O)OCC)C(F)(F)F)cc1 (centres undefined)	9%

Looked up by compound from the list above:
SMILES	AmpC det inh
Cc1cc(OCCOCCN2CCCC2)ccc1C(C)C	6%
COc1ccc(NC(=O)CSc2[nH]c(=O)cc(C)c2C#N)cc1OC	-3%
CCOC(=O)C1CCN(C(=O)c2n[nH]c(=O)c3ccccc23)CC1	-4%

New compounds follow:
SMILES	AmpC det inh
CCSc1nc2n(n1)C(c1cccc(F)c1)C1=C(CCCC1=O)N2 (centres undefined)	-3%
CC(C)CN1C(=O)NC(NC(=O)c2cccs2)(C(F)(F)F)C1=O (centres undefined)	-5%
CSCCC(N=Cc1c(O)n(-c2ccc(F)cc2)c(=O)[nH]c1=O)C(=O)O (centres undefined)	0%
Cc1noc2nc(-c3cccs3)cc(-c3nnc4n3CCCCC4)c12	11%
Cn1c(=O)c2c(nc(SCC(=O)N3CCc4ccccc4C3)n2C)n(C)c1=O	11%
CCN1CCN(Cc2c(O)ccc3c(=O)c(-c4ccc(OC)c(OC)c4)c(C)oc23)CC1	-1%
Cc1cccc(Nc2nnc(SCc3cn4ccsc4n3)s2)c1	-1%
O=C1C2CCCN2C(c2ccccc2)N1c1nccs1 (centres undefined)	-5%
O=C(Oc1ccc2[nH]cc(CCN3C(=O)c4ccccc4C3=O)c2c1)c1ccco1	12%
C[C@@H]1[C@@H](C)N1C[C@H](O)Cn1ccnc1[N+](=O)[O-] (some centres undefined)	-2%[5.75 µM]
Cc1ccc(-c2csc(N3CCC(NS(=O)(=O)c4ccc5c(c4)OCCO5)CC3)n2)cc1	-4%

Screening data deposited in PubChem by National Center for Advancing Translational Sciences (NCATS).
